# GAA inh – alpha-glucosidase (human) inhibition. P10253. purified human GAA, 4-MU-alpha-glucoside fluorescence. Potency, µM (highest dose often 76.9 µM), without a hit: at the top dose activity change, negative = inhibition, usual class: inhibitors. 200,000 tested, 0.005% active;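 also: plate controls were uninhibited enzyme wells for no effect and no-enzyme background for full effect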
#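 Human enzyme at 4 nM with 400 uM 4-methylumbelliferyl-alpha-D-pyranoside, citrate/phosphate buffer pH 5.0, 0.005% Tween-20, 20 min at room temperature. Compounds up to 77 uM. 4-MU fluorescence (Ex 365/Em 440) read after NaOH/glycine stop; AC50 from Hill fit.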
# aGlu spleen mod – lysosomal alpha-glucosidase (human) modulation. P10253. human spleen homogenate, 4-MU-alpha-glucoside fluorescence. Potency, µM (doses to about 79.9 µM), without a hit: at the top dose activity change, negative = inhibition, usual class: inhibitors. 240,000 tested, 0.006% active;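 also: 0% = enzyme with vehicle and -100% = no enzyme basal signal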
#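 Enzyme source: human spleen homogenate, 1 ug/well. Buffer 50 mM citric acid/K phosphate pH 5.0, 0.01% Tween-20. 4-MU-alpha-glucoside 1 mM; 37 C x 40 min; NaOH/glycine stop; fluorescence.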
# HttQ103 aggreg – reduces HttQ103-GFP aggregates in PC12 cells; PC12 HttQ103-GFP aggregates, Acumen cytometry, 40 h; Potency, µM (titrated, usually from 46.1 µM), for the others: at the highest dose activity change, negative = inhibition, most hits filed as inhibitors; 220,000 tested, 1.1% active; also: % is scaled to controls: 0 for no effect and ±100 for the full control effect; nearly all actives have a fitted effect of over 60% in size
#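 Aggregate formation scored by laser-scanning cytometer (488 excitation, 500–530 emission) in lysed PC12 cells expressing Q103-GFP after 100 nM tebufenozide induction; library tested in dose series, with ATPLite reagent added in the multiplex.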
# IMPase Li inh – IMPase inhibition in cells with lithium potentiation. CHO-M1 cells, IP1 TR-FRET (IP-One), carbachol + lithium. Potency, µM (top dose mostly 59.4 µM), for the others: at the highest dose activity, negative = IMPase inhibition, actives largely listed as inhibitors. 210,000 tested, 0.35% active. AID 1457;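 also: IP1 builds up when IMPase is blocked and the TR-FRET signal falls; plate controls were basal vehicle for no effect and high inhibitor control for full effect; nearly all actives have a fitted effect of over 50% in size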
#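 CHO-M1, 2000 cells/well, 16–30 h culture; cpd + low Li+, 30 min 37C; lysis with d2-IP1/Eu-anti-IP1 Ab, 10 min RT; TR-FRET 665/620 ratio and 620 channel; AC50 via Hill.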
# HTT ATP protect – cytoprotection in Huntington HTT-Q103 PC12 cell model. PC12 HTT-Q103 induced, cytoprotection, ATP luminescence, 40 h. Potency, µM (doses to about 56.4 µM), for the others: cytoprotection (ATP increase), actives largely listed as activators. 230,000 tested, 0.14% active;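 also: % of control where 0% means no effect; nearly all actives have a fitted effect of over 45% in size; toxic huntingtin expression switched on by the ecdysone agonist tebufenozide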
#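 Rat PC12, Q103 Htt exon1-GFP fusion, ecdysone promoter; tebufenozide inducer 100 nM final; compound titration; qHTS, 1500 cells/well; ATPlite luminescent read.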
# GAA glycogen – inhibitors or activators of human alpha-glucosidase glycogen cleavage | recombinant GAA, glycogen substrate, Amplex Red glucose oxidase fluorescence | 300,000 tested, 0.38% active | Potency, µM (doses to about 76.4 µM), inactives show at the highest dose activity change, negative = inhibition, hits mostly inhibitors;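 also: 0% = full enzyme reaction and -100% = no-enzyme basal signal; the screen sought inhibitors and activators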
#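 Recombinant human enzyme (4 nM); glycogen substrate; 37 C, 40 min, pH 5.0. Readout: coupled glucose oxidase/Amplex Red fluorescence.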
# GoLoco inh red – RGS12 GoLoco-Gai1 interaction inhibition; P63096; 230,000 tested, 0.44% active; Gai1:RGS12 GoLoco peptide FP, rhodamine, 10 min; Potency, µM (doses to about 61.6 µM), inactives show top-dose activity, negative = inhibition, most hits filed as inhibitors; AID 880; active = well fitted inhibition curve with a large enough effect, not every such curve was filed as active; inactive = no such curve, though single readings can be large or run the other way; also: % is scaled to controls: 0 for no effect and ±100 for the full control effect; nearly all actives have a fitted effect of over 30% in size; many of its hits are not listed in these tables
# Target sequence (P63096 whole entry, looked up): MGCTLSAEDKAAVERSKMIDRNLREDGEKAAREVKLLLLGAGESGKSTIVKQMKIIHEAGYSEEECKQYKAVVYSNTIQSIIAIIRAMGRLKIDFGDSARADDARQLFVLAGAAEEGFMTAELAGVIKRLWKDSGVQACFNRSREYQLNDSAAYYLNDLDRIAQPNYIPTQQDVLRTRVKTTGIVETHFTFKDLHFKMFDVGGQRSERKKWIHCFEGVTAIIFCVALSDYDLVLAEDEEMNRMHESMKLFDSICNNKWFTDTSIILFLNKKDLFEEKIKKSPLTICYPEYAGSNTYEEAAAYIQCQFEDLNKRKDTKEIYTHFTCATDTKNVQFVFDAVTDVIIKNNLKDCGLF
# Active calls of the source: *; ? = inconclusive; . = not tested or not shown; & = joins results of further samples; [ ] = dose if it differs, or a comment. Unless noted, calls follow the shape of the dose curve; as a rule, active = well fitted curve in the direction sought with a large enough effect; inconclusive = small, poorly fitted or top-dose-only effect, or another doubt; inactive = no such curve, though single readings can be large; an effect the other way counts as inactive or inconclusive. Potency is read from the fitted curve at half-maximal effect. Not all compounds are listed; the hit share may differ from the screen's.
SMILES	IMPase Li inh	GAA glycogen	aGlu spleen mod	GAA inh	HttQ103 aggreg	GoLoco inh red	HTT ATP protect
COC(=O)C1=C(C)N(c2cccc(C)c2)C(=O)/C1=C\c1cccs1	-10%[38.3 µM]	0%	-5%	-3%	3%	2%	-43%[inhibitor]
O=C(Nc1nnc(Cc2ccc(Cl)cc2)s1)c1cccnc1	-4%	0%	-5%	5%	7%[9.22 µM]	54%[activator]	-29%[10 µM]
O=S(=O)(c1ccc2oc3ccc(S(=O)(=O)N4CCCCC4)cc3c2c1)N1CCCCC1	-13%[38.3 µM]	1%	-6%	-5%	3%	2%	-5%
CCC(=O)Nc1ccc(Cl)c(NC(=O)c2ccccc2OC)c1	7%	-14%	9%	-4%	-2%	6%	.
CCN(CC)C(=O)C1CCN(Cc2cn(C)nc2-c2ccc(Oc3ccccc3)cc2)CC1	13%	9%	-3%	-1%	6%[9.22 µM]	5%	3%[10 µM]
CCCn1c2c(c(O)c(C(=O)NCc3ccccc3)c1=O)CCCC2	1%[38.3 µM]	-6%	-8%	2%	-3%	-8%	-12%
COc1ccccc1NS(=O)(=O)c1cccc(C(=O)N/N=C/c2ccc(NC(C)=O)cc2)c1	3%	-14%	9%	5%	-4%	5%	11%[10 µM]
CC(=O)N(c1ccc(N(C(C)=O)S(=O)(=O)c2cccs2)cc1)S(=O)(=O)c1cccs1	4%[38.3 µM]	-3%	1%	0%	-5%	0%	3%[10 µM]
Cc1cc(=O)oc(C)c1C(=O)Nc1cccc(F)c1	.	2%	11%	.	13%[9.22 µM]	6%	20%[10 µM]
Clc1ccc(-c2nc(Cc3ccccc3Cl)no2)cc1	22%[38.3 µM]	1%	5%	2%	0%	2%	-4%
O=C1CCC(c2ccccc2)N1C(=O)c1cccnc1 (configuration not stated)	0%	5%	7%	4%	-22%	4%	15%[10 µM]
CN1CCN(CC(=O)Nc2ccc(Oc3ccccc3)cc2)CC1	15%[38.3 µM]	0%	-1%	?	-15%	1%	-16%
COc1ccc(C(=O)NCCn2cc(SCC(=O)NCc3ccco3)c3ccccc32)cc1	6%[38.3 µM]	6%	4%	0%	15%	9%	-26%
ClC/C=C/CCl	-10%	.	7%	.	.	4%	-1%
NC(=O)N/N=C/c1ccc(-c2cccc(C(F)(F)F)c2)o1	-17%	0%	.	-4%	7%	8%	-74%[inhibitor]

# Record cards, from the list above.
# `CN1CCN(CC(=O)Nc2ccc(Oc3ccccc3)cc2)CC1` is entered as IMPase Li inh = 15%[38.3 µM]; GAA glycogen = 0%; aGlu spleen mod = -1%; GAA inh = ?; HttQ103 aggreg = -15%; GoLoco inh red = 1%; HTT ATP protect = -16%
# `COC(=O)C1=C(C)N(c2cccc(C)c2)C(=O)/C1=C\c1cccs1` is entered as IMPase Li inh = -10%[38.3 µM]; GAA glycogen = 0%; aGlu spleen mod = -5%; GAA inh = -3%; HttQ103 aggreg = 3%; GoLoco inh red = 2%; HTT ATP protect = -43%[inhibitor]

# The listing continues.
SMILES	IMPase Li inh	GAA glycogen	aGlu spleen mod	GAA inh	HttQ103 aggreg	GoLoco inh red	HTT ATP protect
Cc1cc(NC(=O)CCCN2C(=O)c3cccc4cccc(c34)C2=O)no1	4%	-8%	-6%	?	-3%	1%	-13%
Cc1cc(C)c(S(=O)(=O)N2CCCC2=O)c(C)c1	-3%	-9%	-3%	?	.	1%	.
Cc1nc2sc(C(c3cccc(F)c3)N3CCCC(C)C3)c(O)n2n1 (configuration not stated)	0%[38.3 µM]	-1%	4%	-2%	-2%	-5%	-16%
Cn1c(SCC(=O)NC(C)(C)C)nnc1-c1ccc(C(C)(C)C)cc1	-1%[38.3 µM]	5%	3%	-1%	?	3%	-19%
CCn1ncc(Br)c1C(=O)Nc1ccn(C23CC4CC(CC(C4)C2)C3)n1	12%	-14%	-6%	-6%	-24%	6%	.
CC(C)c1cc(O)c(-c2ccccc2)c(=O)n1-c1ccc(Cl)cc1	.	8%	0%	.	1%[9.22 µM]	14%	-22%[10 µM]
CCOC(=O)C(C)/C(C)=N/NC(=O)CCC(=O)Nc1cc(C)ccc1C (configuration not stated)	3%	-12%	2%	-3%	.	16%	.
COc1ccc(NC(=O)c2nc(C)c(C3(C)CC(c4ccccc4)=NO3)s2)cc1 (configuration not stated)	.	-4%	4%	.	-18%[9.22 µM]	3%	-8%[10 µM]
COc1ccc(C2C(C(C)=O)=C(O)C(=O)N2CCN(C)C)cc1OC (configuration not stated)	13%[38.3 µM]	16%	4%	1%	6%	9%	15%
Cc1cc2nc(-c3ccccc3)cc(=O)n2[nH]1	.	-7%	7%	.	6%[9.22 µM]	6%	-9%[10 µM]
COCC(C)n1c(C)cc(C(=O)CSc2nc3ccccc3c(=O)[nH]2)c1C (configuration not stated)	13%[38.3 µM]	-5%	1%	-14%	?	16%	-95%[inhibitor]
COc1cc(C(=O)Nc2ccc(NC(C)=O)cc2)ccc1OCc1ccccc1	3%	2%	6%	7%	10%	-5%	-28%
Cc1onc(-c2c(Cl)cccc2Cl)c1C(N)=S	-6%	-8%	4%	-5%	23%	39%	16%[10 µM]
COc1ccc(Cl)cc1-c1ccc(C(=O)O)o1	2%	.	1%[119 µM]	.	.	3%[88.7 µM]	-27%[96.6 µM]
O=[N+]([O-])/C=C\c1ccc(N2CCCC2)c(F)c1	16%	-1%	-12%	5%	?	69%[activator]	-52%[inhibitor]
CC(C)C(NC(=O)C(Cc1ccc(O)cc1)NC(=O)C(NC(=O)C(F)(F)F)C(C)C)C(=O)O (configuration not stated)	-2%	.	-3%	.	.	5%	.
O=C(O)/C=C/c1ccc([N+](=O)[O-])o1	-6%	-1%	-4%	-4%	22%	1%	-5%
Cc1ccc(N/N=C(\C#N)C(=N)N2CCCCCC2)cc1	11%	12%	-27%	-10%	13%	-2%	-83%[inhibitor]
Cc1csc2ncc(C(=O)N3CCCc4ccccc43)c(=O)n12	17%[38.3 µM]	4%	-2%	-1%	2%	6%	-4%[10 µM]
CC(C)(C)NC(=O)Cn1c(Cl)nc2ccccc21	14%	20%	2%	5%	.	-1%	.
CCn1ncc(CNC(=O)c2cccc([N+](=O)[O-])c2)c1C	2%	13%	-9%	7%	-12%	-6%	-37%[10 µM]
C=COC(=O)CSc1nc(-c2cccs2)ccc1C#N	.	-6%	-1%	-2%	-2%	.	-24%
Cc1ccccc1NC(=O)CC1SC(=Nc2ccc(O)cc2)NC1=O (configuration not stated)	.	-26%	6%	-1%[15.4 µM]	29%[9.22 µM]	-4%	21%[10 µM]
NCC1O[C@@H](OC2C(N)C[C@H](N)[C@@H](O[C@H]3OC(CO)C(O)C(N)C3O)C2O)C(N)C(O)C1O (some centres not stated)	15%	.	27%	.	.	-1%	-38%
Cc1ccccc1-n1nc(C(=O)c2cccs2)cc(-c2nc3ccccc3[nH]2)c1=N	9%	1%	-5%	-5%	2%	18%	-17%[10 µM]
CC1(C)C=Cc2c(c3c(c4c(=O)c(-c5ccc(O)cc5)coc24)OC(C)(C)CC3)O1	-5%	-21%	-4%	-13%	-14%	1%	-77%[inhibitor]
O=C(CN1CCc2ccccc21)NCc1ccc2c(c1)OCO2	2%	-13%	1%	-3%	12%	0%	25%[10 µM]
O=C(c1ccc(S(=O)(=O)N2CCOCC2)cc1)N1CCN(c2ccccn2)CC1	.	0%	-13%	-13%	-6%	-4%	-22%
NC(=S)N/N=C\c1ccc(-c2cccc(Cl)c2Cl)o1	6%[38.3 µM]	3%	-4%	1%	-2%	29%	?
c1ccc(COc2ccc(CNCc3cccs3)cc2)cc1	26%[38.3 µM]	4%	-10%	5%	2%	-7%	0%
CC(C)NC(=S)N1CCN(C/C=C/c2ccccc2)CC1	12%	-1%	-1%	4%	18%	21%	-29%
Cc1ccc2c(c1)NC(=O)C(CC(=O)NCCCN1CCc3ccccc3C1)O2 (configuration not stated)	32%[activator][38.3 µM]	7%	2%	-6%	4%	-6%	3%
O=C(Nc1ncc(Cc2ccc(SC(F)F)cc2)s1)c1ccccc1	5%[38.3 µM]	0%	-9%	-5%	-15%	6%	-67%[inhibitor]
Cc1cccc(C)c1NC(=O)COc1cccc(/C=N/NC(=O)C(=O)NCc2ccccc2)c1	-5%[38.3 µM]	2%	1%	-3%	-11%	0%	-20%
O=C(NCc1ccco1)Nc1cccs1	-10%[38.3 µM]	?	-5%	5%	-3%	4%	8%
CCS(=O)(=O)c1ccc2oc(SCC(=O)NCCc3ccc(OC)cc3)nc2c1	-9%	5%	-3%	-5%	3%	5%	5%
O=C(NC1CCCC1)C(c1ccsc1)N(Cc1ccccc1)C(=O)Cc1cccs1 (configuration not stated)	21%[38.3 µM]	-8%	-7%	9%	-14%	5%	-14%
Cc1cc(NCc2ccccn2)n2ncc(-c3ccccc3)c2n1	.	-8%	-4%	-13%	-23%[9.22 µM]	3%	-43%[10 µM]
COCCN(CCOC)c1nc(C)nc2c1nc(-c1ccccc1)n2CCN1CCOCC1	-16%	.	-9%	.	.	-11%	-9%
Cc1coc2cc3oc(=O)c4c(c3cc12)CCC4	30%[38.3 µM]	-6%	1%	14%	-2%	1%	-11%[10 µM]
Cc1ccc(OC(=O)C2c3ccccc3Oc3ccccc32)cc1C	-5%	5%	1%	8%	7%	-3%	22%[10 µM]
CCCCCCOC(=O)C1(O)CC2OC1(C)n1c3ccccc3c3c4c(c5c6ccccc6n2c5c31)C(=O)NC4 (configuration not stated)	-5%&4%	.	-19%	.	.	3%	-43%[inhibitor]
Cc1nn2c(COc3ccc(NC(=O)c4ccccc4Cl)cc3)nnc2c2ccccc12	9%	-9%	0%	2%	-8%	13%	.
Cc1sc2nc(CN3CCOCC3)[nH]c(=S)c2c1C	-11%	?	2%	-13%	-6%	-12%	-10%[10 µM]
c1csc(-c2nnc3ccccn23)c1	19%[38.3 µM]	0%	-16%	-1%	-10%	-1%	3%
Cc1noc(C)c1C(=O)OCC(=O)N(C)C1CCS(=O)(=O)C1 (configuration not stated)	-6%	6%	-3%	2%	-3%	-1%	9%
COc1ccc(CN=C(N)N=C(N)N)cc1Cl	-4%	5%	-11%	3%	-4%	3%	-21%
COc1ccc(Nc2nc(C)c(-c3ccccc3)s2)cc1	17%	14µM*	-2%	-9%	?	8%	-8%[10 µM]
CCCCC(=O)Nc1ccc(NC(=S)NC(=O)CC)cc1OC	-4%	-7%	1%	-4%	15%	-2%	7%[10 µM]
CC(C)(C)n1ncc2c(=O)n(CC(=O)N3CCCc4ccccc43)cnc21	5%[38.3 µM]	-2%	-3%	-2%	12%	13%	-7%
